Glyco luc inh – increase of ERlucT glycosylation luciferase signal, primary screen, N-linked glycosylation inhibitor project, D54 ERlucT cells, luminescence, set 2 | D54 ERlucT glycosylation luciferase reporter, 24 h; percent of 100 nM tunicamycin response | reporter increase, % at 12.5 µM | 360,000 compounds, 0.23% hits;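 active = mean luciferase reporter signal, scaled so untreated is 0 and the glycosylation-blocking control 100, at or above a set limit in every replicate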;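 note: luciferase carries N-glycosylation sites so blocking glycosylation raises the light; 0% = median of neutral control wells and 100% = median of 100 nM tunicamycin wells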
MC4R antag cAMP – MC4R antagonists of cAMP signaling, primary screen, cell-based, TR-FRET, antagonist arm of biased-ligand search. 360,000 compounds, 0.48% hits. AID 540295, 2011. inhibition, % at 6.5 µM. MC4R-expressing cells, MTII-stimulated cAMP, LANCE TR-FRET;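 active = inhibition above its plate's cutoff, the mean of tested wells on that plate plus 3 SD, cut at about 29% in these data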;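 note: 0% = Melanotan II alone and 100% = Melanotan II plus saturating MCL0020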
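System – human MC4R-expressing U2OS cells · Also added – Melanotan II · Dosing – one concentration, 6.5 µM nominal · Timing – 30-min compound, 1-h challenge, 1-h detection, room temperature · Measured by – Eu-cAMP/anti-cAMP TR-FRET, emission 671 nm · Replicates – singlicate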
HTR2A ag – mouse Htr2a agonists via beta-arrestin recruitment, primary screen, cell-based, luminescence | CHO-K1 mHTR2A beta-arrestin complementation; percent of 30 µM serotonin response | activation, % at 7.6 µM | 360,000 compounds, 0.66% hits;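 active = activation above a run cutoff, the mean activation of all tested compounds plus 3 SD, cut at about 14% in these data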;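 note: 0% = plate median of compound wells and 100% = 30 µM serotonin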
Target sequence (P35363 whole entry, looked up): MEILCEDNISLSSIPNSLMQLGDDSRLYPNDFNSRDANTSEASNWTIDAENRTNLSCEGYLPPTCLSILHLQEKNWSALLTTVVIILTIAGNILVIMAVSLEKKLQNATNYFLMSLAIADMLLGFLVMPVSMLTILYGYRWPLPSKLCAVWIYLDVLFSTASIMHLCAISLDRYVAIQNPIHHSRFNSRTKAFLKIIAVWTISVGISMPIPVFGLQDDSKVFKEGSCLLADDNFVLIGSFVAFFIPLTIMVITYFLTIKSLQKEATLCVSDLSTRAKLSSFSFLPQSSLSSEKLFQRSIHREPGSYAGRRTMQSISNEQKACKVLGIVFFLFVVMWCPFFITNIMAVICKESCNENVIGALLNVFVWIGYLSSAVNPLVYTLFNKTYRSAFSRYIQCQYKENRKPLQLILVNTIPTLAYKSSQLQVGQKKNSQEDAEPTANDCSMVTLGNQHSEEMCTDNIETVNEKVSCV
TLR9-MyD88 block – inhibitors of TLR9-MyD88 association in cells, primary screen, cell-based, CHO, BLA complementation, fluorescence; Toll-like receptor 9 (Homo sapiens) + Myeloid differentiation primary response protein …; inhibition, % at 4.98 µM; 340,000 compounds, 0.21% hits; CCF4 FRET ratio;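 active = inhibition above the mean over all tested compounds plus 3 SD, cut at about 21% in these data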;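 note: 0% = DMSO only wells and 100% = clavulanate BLA inhibitor control wells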
SRC2 inh – inhibition of GAL4-SRC2 driven luciferase reporter, primary screen, SRC2 inhibitor project, cell-based, luminescence | AID 651957, 2012 | inhibition, % at 9 µM | HEK293 GAL4-SRC2 luciferase reporter | 370,000 compounds, 0.17% hits | Nuclear receptor coactivator 2 (Homo sapiens), Q15596;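 active = inhibition above the mean inhibition of all tested compounds plus 3 SD, set per campaign, cut at about 52% in these data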;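 note: 0% = DMSO treated cells and 100% = cells given Gossypol at 36 µM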
NOD2 RIPK2 PPI – NOD2-RIPK2 binding disruptors in cells, primary screen, fluorescence, CHO cells, BLA complementation; AID 624267, 2012; 360,000 compounds, 0.38% hits; CCF4 ratio; inhibition, % at 4.98 µM; in the data active = inhibition above about 21%;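 note: 0% = vehicle only and 100% = reference blocker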
Target sequence (O43353 whole entry, looked up): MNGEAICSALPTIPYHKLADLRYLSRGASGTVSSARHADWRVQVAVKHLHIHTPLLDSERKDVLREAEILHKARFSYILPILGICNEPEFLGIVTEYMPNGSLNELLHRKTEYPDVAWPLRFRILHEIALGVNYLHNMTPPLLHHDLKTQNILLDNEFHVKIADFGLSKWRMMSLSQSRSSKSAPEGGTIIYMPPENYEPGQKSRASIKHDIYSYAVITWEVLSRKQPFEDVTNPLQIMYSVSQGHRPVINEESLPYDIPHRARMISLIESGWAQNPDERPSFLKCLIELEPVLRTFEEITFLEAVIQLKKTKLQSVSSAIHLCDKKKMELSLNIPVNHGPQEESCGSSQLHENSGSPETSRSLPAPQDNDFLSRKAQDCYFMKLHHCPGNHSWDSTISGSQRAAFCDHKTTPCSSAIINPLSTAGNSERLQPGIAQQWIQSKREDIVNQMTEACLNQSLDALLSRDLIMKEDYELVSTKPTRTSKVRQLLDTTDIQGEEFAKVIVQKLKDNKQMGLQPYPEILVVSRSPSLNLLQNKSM
MC4R ag barr – MC4R agonists recruiting beta-arrestin, primary screen, cell-based, luminescence, agonist arm of biased-ligand search. Melanocortin receptor 4 (Homo sapiens), P32245. U2OS MC4R beta-arrestin complementation; percent of melanotan II response, DMSO zero. activation, % at 8.9 µM. 360,000 compounds, 0.98% hits. AID 540308, 2011;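 active = activation above a per-plate cutoff, the mean activation of sample wells on that plate plus 3 SD, cut at about 8% in these data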
ABHD5 PLIN5 PPI – ABHD5-PLIN5 interaction inhibitors, primary screen, cell lysate, split luciferase complementation, luminescence; Perilipin-5 (Homo sapiens) + 1-acylglycerol-3-phosphate O-acyltransferase ABHD5 (Homo …; AID 602281, 2012; 360,000 compounds, 0.78% hits; inhibition, % at 4 µM; Split G. princeps luciferase complementation, 4 h;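 active = inhibition above the mean inhibition across every tested compound plus 3 SD, cut at about 22% in these data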;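 note: 0% = DMSO only wells and the 100% control is not disclosed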
Cardio protect – cardioprotection against H2O2-induced cell death, primary screen, uHTS, H9c2 cells, ATPLite luminescence | H9c2 cardiomyocytes, H2O2 injury protection, 2 h | protection from H2O2 cell death, % at 20 µM | 360,000 compounds, 0.63% hits;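 active = compounds giving at least 50% protection of heart cells from peroxide-induced death in the single-dose screen, raw or plate-pattern-corrected value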;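 note: 0% = DMSO wells with peroxide and 100% = DMSO wells without peroxide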
ABCB6 inh MLPCN – ABCB6 transporter inhibitors, primary screen, K562-ABCB6 cells, flow cytometry, MLPCN library. K562-ABCB6 porphyrin accumulation, 1 h; stronger effect = lower value. fluorescence ratio to DMSO, % at 10 µM. 360,000 compounds, 0.19% hits. AID 602162, 2011;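 active = fluorescence ratio to DMSO below 75%, the collection mean minus 3 SD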;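 note: signal is porphyrin accumulated inside mitochondria; 100% equals median channel fluorescence of DMSO control wells; lower ratio means ABCB6 inhibition with less porphyrin fluorescence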
An asterisk follows results filed as active; x = not tested or not shown.

SMILES | Glyco luc inh | MC4R antag cAMP | HTR2A ag | TLR9-MyD88 block | SRC2 inh | NOD2 RIPK2 PPI | MC4R ag barr | ABHD5 PLIN5 PPI | Cardio protect | ABCB6 inh MLPCN
Cc1ccc(NC(=O)C(=O)C2C(=O)Nc3ccccc32)cc1 (centres undefined) | 1.1 | -2.3 | -1.3 | 8.2 | -43.9 | 0.1 | -0.1 | 2.2 | -6.9 | 94.0
CCCCn1nc(C(=O)Nc2ccccc2N2CCCC2)c2ccccc2c1=O | -6.2 | 9.3 | 5.2 | -2.9 | 1.0 | -9.0 | 0.8 | 1.8 | 2.0 | 98.0
Cc1nn(-c2ccc(F)cc2)c(N)c1C1(O)C(=O)Nc2ccccc21 (centres undefined) | 1.5 | 11.2 | 3.6 | 8.2 | -9.3 | -6.6 | -1.4 | -0.5 | -6.5 | 102.0
Cc1nn(Cc2ccc(Cl)cc2)c(C)c1N | -1.0 | 3.6 | 0.5 | -2.6 | -4.9 | 6.7 | 2.6 | -5.4 | -2.7 | 96.0
CCC(C)C(=O)Nc1nc(C)c(-c2csc(Nc3cc(OC)ccc3OC)n2)s1 (centres undefined) | -3.2 | 14.2 | -0.6 | -6.9 | -17.9 | -4.4 | 0.7 | -20.0 | -7.4 | 100.0
COc1ccc(-c2csc3ncnc(Cl)c23)cc1 | -6.7 | 14.6 | -2.2 | 5.4 | -6.6 | -10.6 | -0.1 | 5.3 | -3.9 | 104.0
CC(C)(C)c1nc2scc(-c3cccs3)c2c(=O)o1 | 0.5 | 3.9 | -4.5 | 3.8 | -19.8 | -15.0 | 0.5 | 2.8 | -11.4 | 95.0
CCCCNC(=O)CCn1c(=O)c2ccccc2n(Cc2ccc(F)cc2)c1=O | -4.6 | 2.8 | 1.3 | 1.1 | -9.0 | 8.4 | -1.4 | 2.7 | 11.5 | 101.0
Cc1cc(C)c2nc(NNC(=O)c3cc(-c4cccs4)nc4ccccc34)sc2c1 | -6.3 | 9.0 | 1.5 | 24.5* | 16.4 | 14.9 | -1.7 | 5.7 | 56.2* | 101.0
O=C1c2ccccc2C(=O)N1COc1ccc(S(=O)(=O)N2CCOCC2)cc1[N+](=O)[O-] | 0.2 | 6.7 | 1.2 | -4.0 | 5.5 | 6.1 | -0.9 | -8.0 | -5.8 | 98.0
CCN1C(=O)[C@H]2[C@@H](c3ccc(-c4cccc(Cl)c4)c(OC)c3)N3CCCC[C@@]3(C(=O)OC)[C@H]2C1=O | -3.8 | 5.5 | 2.4 | -4.7 | -9.6 | -3.0 | -0.6 | -9.4 | -9.4 | 99.0
CC(C)(O)c1cc2ccc(C#Cc3ccsc3)cc2c(=O)o1 | -2.9 | 3.6 | -8.9 | -0.2 | -56.1 | 0.2 | -0.9 | -1.9 | -17.2 | 93.0
CC(=O)OC1CCC2(C)C(=CCC3C2CCC2(C)C3CC3OC4(CCC(C)CN4)C(C)C32)C1 (centres undefined) | -0.5 | 1.1 | -1.5 | 0.5 | -20.3 | -1.1 | -0.4 | -3.7 | -7.0 | 101.0
Cc1ccccc1N1C(=O)c2ccccc2NC1c1ccncc1 (centres undefined) | -0.3 | 8.6 | 1.1 | -7.9 | 3.2 | -10.5 | -0.9 | 6.2 | 3.1 | 105.0
O=C(CN1C(=O)/C(=C/c2ccccc2)SC1=S)N1CCN(CCc2ccccn2)CC1 | -6.9 | -1.3 | -12.8 | 4.2 | 14.0 | 4.7 | 0.8 | -8.2 | 4.6 | 95.0
Cc1ccc(C)c(N2CCN(C(=O)CCS(=O)(=O)c3ccc4c(c3)CCN4C(=O)C3CC3)CC2)c1 | 0.1 | 5.1 | 1.0 | 6.3 | 8.0 | -11.4 | -0.5 | -1.7 | -4.5 | 93.0
O=C(Oc1ccc(Cl)cc1N1C(=O)CCC1=O)c1ccco1 | 2.5 | -0.2 | 2.2 | 5.7 | 7.5 | 4.0 | -1.2 | -2.5 | 16.1 | 94.0
O=C(NCCc1ccccc1)C1(c2ccccc2)CC1(Cl)Cl (centres undefined) | -4.8 | -1.5 | 0.2 | 0.3 | -12.1 | 7.1 | -0.9 | -0.5 | -1.4 | 93.0
S=c1[nH]nc(COc2ccc(Cl)cc2)n1-c1ccccc1 | 0.5 | 12.2 | -1.2 | -4.2 | -2.1 | -3.5 | -1.7 | -10.3 | 0.9 | 101.0
Cc1ccc(-c2c[nH]c(=S)n2-c2ccccc2)cc1 | -0.7 | -3.2 | -0.5 | 0.8 | 8.5 | 3.5 | -0.6 | -12.3 | -5.3 | 100.0
c1ccc(C[C@H]2CNCCN2CCC23CC4CC(CC(C4)C2)C3)cc1 | 2.4 | -4.9 | -1.2 | -4.9 | x | 5.1 | 2.4 | 10.7 | -9.1 | 99.0
Cc1cccn2c(=O)nc(SCC(=O)N3CCCCC3)nc12 | 1.7 | 5.7 | -3.0 | -7.6 | -7.2 | -6.0 | 0.1 | 13.1 | 3.7 | 96.0
COC(=O)CCn1nc(-c2ccc(Cl)cc2)c2ccccc2c1=O | -1.2 | 0.8 | 0.1 | 15.7 | -2.9 | -6.9 | 1.4 | 1.4 | -1.1 | 98.0
CCOC(=O)C1CCCN(C2CC(=O)N(c3ccc(NC(C)=O)cc3)C2=O)C1 (centres undefined) | 2.6 | 27.8 | 2.0 | 6.5 | 18.7 | 2.1 | -1.5 | -1.8 | 3.4 | 102.0
CC(Sc1ccc(S(=O)(=O)N(C)C)cn1)C(=O)NC1CCCC1 (centres undefined) | -2.4 | -1.2 | 1.9 | -2.6 | 8.3 | -7.3 | -0.9 | -1.7 | 3.1 | 99.0
Cc1ccnc(NC(=O)c2ccc3c(c2)S(=O)(=O)c2ccccc2C3=O)c1 | -1.4 | 1.1 | -4.1 | -2.0 | 26.7 | 6.6 | -2.2 | -4.2 | 28.1 | 97.0
O=C(NCCNC1CCCCC1)c1ccco1 | -1.1 | 13.9 | 1.2 | -0.7 | -0.4 | -10.7 | -1.5 | -3.9 | -3.9 | 97.0
CCOc1ccc2[nH]c(=O)c(CN(Cc3ccc(F)cc3)C(=O)c3ccco3)cc2c1 | 16.8 | 12.4 | -0.6 | -13.7 | -8.5 | 8.2 | -1.5 | 1.3 | -13.0 | 100.0
O=c1[nH]c(SCc2ccc(Cl)cc2)nc2[nH]ncc12 | 2.5 | -3.8 | 0.6 | 2.1 | -53.6 | 0.8 | -1.1 | 0.1 | 14.8 | 101.0
O=C(O)c1cccc2c1C(=O)c1ccc(-c3ccc(OC(F)(F)F)cc3)cc1S2(=O)=O | 1.8 | 7.6 | 0.8 | 2.5 | -1.5 | -3.6 | 0.3 | -11.7 | -1.0 | 101.0
Cc1ccc(-c2nn3c(C)nnc3s2)cc1NC(=O)COc1ccc(Cl)cc1 | -3.9 | 17.1 | -1.0 | -0.9 | -14.1 | -7.8 | 0.2 | -1.2 | 50.3* | 100.0
CCCS(=O)(=O)NC(=O)C1(C)CCCN(C(=O)COc2ccccc2)C1 (centres undefined) | 0.9 | 5.0 | 8.3 | x | -14.3 | -27.3 | 1.7 | 6.2 | -2.4 | 101.0
C/C(=N\Nc1nc2ccccc2s1)c1ccc2c(c1)OCO2 | -0.4 | 5.1 | -3.6 | -12.3 | -52.1 | -8.9 | 0.2 | -1.9 | -9.4 | 103.0
CCc1cc(C(=O)N/N=C/c2ccc(O)cc2)c2ccccc2n1 | 2.4 | -7.2 | -1.1 | -13.2 | -13.6 | 1.2 | 2.4 | 22.7* | 7.3 | 102.0
COc1cccc2c1NC(C(=O)O)C1CC=CC21 (centres undefined) | 2.3 | -0.5 | 1.6 | -6.8 | x | 20.2 | 0.4 | -4.5 | 3.5 | 105.0
O=c1[nH]c(CSc2nc3ccccc3s2)nc2ccccc12 | -0.8 | 0.9 | -2.5 | -8.9 | -28.4 | -11.8 | -1.6 | 4.3 | 1.2 | 97.0
Cc1ccc(C(O)c2nc3ccccc3n2C)cc1 (centres undefined) | -1.6 | 0.2 | 6.1 | -14.4 | -54.8 | -0.6 | 0.0 | -0.2 | -1.4 | 124.0
c1ccc(Cn2c(CNc3nc4ccccc4n3CCN3CCOCC3)nc3ccccc32)cc1 | -0.1 | 0.7 | -0.3 | 4.1 | -6.1 | -5.2 | -2.4 | 3.3 | 8.7 | 99.0
CCOC(=O)c1nncc(-c2ccccc2)n1 | 1.9 | -3.1 | -0.1 | -2.1 | -9.5 | -7.3 | -1.4 | 0.8 | 2.6 | 90.0
CN(c1ccc(OCC(=O)OCC(=O)NCc2ccco2)cc1)S(=O)(=O)c1ccc2ccccc2c1 | 2.2 | -19.6 | -5.0 | 0.1 | 1.1 | 3.2 | -3.0 | -1.4 | -1.8 | 97.0
COc1ccc(/C=N/NC(=S)Nc2ccccc2)cc1COc1ccc(Br)cc1 | -1.5 | 13.9 | 1.8 | -7.4 | -16.7 | -2.0 | 2.6 | -1.4 | 0.2 | 99.0
O=C(NCc1ccco1)C(c1cccs1)N(Cc1ccccc1)C(=O)Cn1nnc2ccccc21 (centres undefined) | -4.3 | 4.0 | -1.9 | -5.4 | 1.2 | -2.7 | -1.5 | 1.4 | 8.9 | 111.0
CCC1(C2=CCCCC2)C(=O)NC(=S)N=C1N (centres undefined) | 0.7 | 12.5 | -1.6 | -3.9 | 4.8 | -6.0 | -0.9 | -4.3 | -1.4 | 104.0
CC(=O)NCCc1ccc(S(=O)(=O)NCc2ccc3c(c2)OCO3)cc1 | 2.6 | 6.5 | -5.4 | -3.2 | -2.7 | 5.2 | -2.5 | 0.5 | -4.7 | 87.0
CC(=O)Oc1ccc(C(=O)NCc2ccco2)cc1 | 1.1 | 11.3 | 1.9 | 0.7 | -17.6 | 8.3 | -0.1 | 2.1 | 7.2 | 93.0

A second format for 2 compounds above.
compound	Glyco luc inh	MC4R antag cAMP	HTR2A ag	TLR9-MyD88 block	SRC2 inh	NOD2 RIPK2 PPI	MC4R ag barr	ABHD5 PLIN5 PPI	Cardio protect	ABCB6 inh MLPCN
CCOC(=O)C1CCCN(C2CC(=O)N(c3ccc(NC(C)=O)cc3)C2=O)C1 (centres undefined)	2.6	27.8	2.0	6.5	18.7	2.1	-1.5	-1.8	3.4	102.0
CC(Sc1ccc(S(=O)(=O)N(C)C)cn1)C(=O)NC1CCCC1 (centres undefined)	-2.4	-1.2	1.9	-2.6	8.3	-7.3	-0.9	-1.7	3.1	99.0

This is a subset; the hit share may differ from the screen's.
